Screening data (PubChem)
NCI-60 one-dose screen, 48 h, at 10 µM unless noted. Numbers give growth in % (100 = growth as untreated, 0 = no growth, -100 = all killed).
HOP-62: HOP-62 NSCLC; 3.9% of 80,000 active; AID 1794735
RPMI-8226: RPMI-8226 leukemia cells; 7.5% of 77,000 active
M14: M14 melanoma. 6.2% of 80,000 active. AID 1794745
CCRF-CEM: CCRF-CEM leukemia; AID 1794778; 7% of 77,000 active
MOLT-4: MOLT-4 leukemia cells; 6.9% of 80,000 active; AID 1794779
HOP-92: HOP-92 NSCLC cells. 6.3% of 71,000 active. AID 1794738
A549/ATCC: A549/ATCC NSCLC. 3.7% of 81,000 active
EKVX: EKVX NSCLC | 3% of 71,000 active | AID 1794765
* marks the source's active call; other numbers are inactive results; x = no result given; & = joins results of further samples. How the source made its calls: active means growth percent below 10; inactive means the rest.

SMILES	HOP-62	RPMI-8226	M14	CCRF-CEM	MOLT-4	HOP-92	A549/ATCC	EKVX
Cc1cc(=O)[nH]c2[nH][nH]c(=O)c12	127	96	101	89	83	98	104	103
O=[N+]([O-])c1cccc(-c2nnc3c(/C=C/c4ccccc4O)nc4ccccc4n23)c1	53	55	30	47	39	51	58	54
CC(=O)O[C@@H]1C[C@]2(C(C)C)O[C@@]1(C)[C@@H]1CCC(C)=C1[C@@H]2OC(=O)/C=C/c1ccccc1	91	77	94	85	84	73	82	84
COc1ccc(C(=O)c2cc(OC)c3c(c2)OCO3)cc1O	36	25	14	17	18	44	25	58
C=C(C[n+]1ccccc1)[C@@H]1CC[C@]2(C(=O)O)CC[C@]3(C)[C@H](CC[C@@H]4[C@@]5(C)CCC(=O)C(C)(C)[C@@H]5CC[C@]43C)[C@@H]12	91	103	99	108	73	x	77	99
CCOC(=O)[C@H](Cc1ccccc1)Nc1nc(N)nc(N(C)Cc2ccccc2)c1C=O	103	78	106	84	54	45	100	83
O=C(CNC(=O)OCc1ccccc1)NCC(=O)NC(Cc1c[nH]c2ccccc12)C(=O)O (centres undefined)	92	104	99	94	84	x	102	x
CC(=O)OCCO	109	x	105	111	102	x	99	x
CC(=O)Nc1ccc(S(=O)(=O)N2C(=O)CCC2C(=O)Nc2ccc(Br)cc2)cc1 (centres undefined)	46	10	37	3.0*	5.5*	12	22	x
Clc1ccc(/C=C/c2nn3c(-c4cccnc4)nnc3s2)cc1	109	87	100	102	x	128	95	101
COc1ccc(NC(=S)Nc2nc3c(=O)[nH]nc(-c4ccc(Br)cc4)c3s2)cc1	102	101	99	106	89	123	82	93
Cc1[nH]cnc1S(=O)(=O)O	110	88	103	86	97	x	105	112
COc1ccc2cc(C3=NN(C(N)=S)[C@@H](c4ccc(OC)c(OC)c4)C3)ccc2c1	107	75	105	73	48	106	80	38
COC1=C(OC)C(=O)C(SCCC(=O)OCCCCCC(C)C)=C(C)C1=O	104	111	x	100	98	93	103	100
Cn1c(C(N)=O)cc2c1-c1nc(NC3CCCCC3)ncc1CCC2	90	94	109	94	85	6.0*	92	x
Cc1ccc(/C=[N+](\[O-])c2ccccc2)cc1	108	106	108	102	115	148	111	110
COc1cc(OC)c(C(=O)Nc2cccc(-c3cc(=O)c4ccccc4o3)c2)c(OC)c1	98	81	109	91	87	101	88	96
C#CCOc1nc(C)cc(C)c1C#N	92	111	98	109	x	71	98	97
N#CC1=C(c2ccco2)Nc2c(c(-c3ccccc3)nn2-c2ccccc2)C12C(=O)Nc1ccc(Br)cc12 (centres undefined)	10	48	42	36	36	52	1.5*	56
O=C(NCCCCNCCCNC(=O)c1ccc([N+](=O)[O-])cc1)c1ccc([N+](=O)[O-])cc1	91	81	114	88	93	71	31	95
Nc1c(C(=O)Nc2cccc(C(F)(F)F)c2)sc2nc3c(cc12)CCCC3	95	85	95	85	80	79	72	72
CCCCCC(=C/c1ccccc1)/C=N/N=C(N)N	-4.7*	x	-64*	16	8.9*	x	x	46
O=CC(O)C1OC(=O)C(O)C1O (centres undefined)	112	96	97	25	109	85	100	101
COC(=O)c1cccc(-n2cc([C@]3(OC(C)=O)CC[C@H]4[C@@H]5CCC6=CC(=O)CC[C@@H]6[C@H]5CC[C@@]43C)nn2)c1	100	70	107	86	80	x	69	x
C=C(C[n+]1ccccc1)[C@@H]1CC[C@]2(CO)CC[C@]3(C)[C@H](CC[C@@H]4[C@@]5(C)CC[C@H](O)C(C)(C)[C@@H]5CC[C@]43C)[C@@H]12	107	63	94	90	90	90	91	97
O=c1c2cc(F)ccc2sc2c(NCCO)nc3ccccc3c12	105	x	114	105	104	110	101	83
CCCCCCCCCCCCCCCCCC1=NC(C)CC(C)(C)O1 (centres undefined)	102	98	102	x	102	99	106	x
COc1cccc(-c2nn(C(C)(C)C)cc2-c2ccnc(NCCCNS(=O)(=O)c3cccc(F)c3)c2)c1	103	110	106	102	101	112	104	101
Cc1nc2sc(C(=O)Nc3ccccc3)c(N)c2cc1C(=O)c1ccccc1	34	38	40	8.5*	32	60	24	35
CCN(CC)Cc1cc(N)ccc1O	105	x	110	111	128	x	94	170
Cc1ncc(CSSCc2cnc(C)c(O)c2CO)c(CO)c1O	97	110	104	121	103	88	106	97
CC(=O)c1ccc(-n2c(C)nc3ncccc3c2=O)cc1	93	114	91	111	94	100	67	96
CC(=O)Nc1ccc(I)cc1C(=O)O	106	106	96	x	122	105	102	122
O=c1cc(CO)[nH]nc1CO	100	102	104	97	101	102	105	102
COc1cc2nc(NC3CC3)nc(NC3CCN(C(C)C)CC3)c2cc1OC	90	87	100	94	91	80	98	94
O=C(Nc1ccccc1NC(=O)c1ccccc1)c1ccccc1	92	103	101	104	100	93	100	97
C=C(C)[C@@H]1CC[C@]2(C(=O)NC(COC(=O)C(Cl)Cl)(COC(=O)C(Cl)Cl)COC(=O)C(Cl)Cl)CC[C@]3(C)[C@H](CC[C@@H]4[C@@]5(C)CC[C@H](OC(C)=O)C(C)(C)[C@@H]5CC[C@]43C)[C@@H]12	83	2.7*	60	18	6.2*	x	28	58
CCCS(=O)(=O)Nc1ccc(C(=O)/C=C2/C(=O)Nc3ccccc32)cc1	88	85	94	71	95	93	98	75
CCCN1C(=O)CC(c2ccc(OC)c(OC)c2)C1=O (centres undefined)	103	102	105	x	88	105	98	x
O=P(c1ccccc1)(c1ccccc1)C(O)c1ccncc1 (centres undefined)	94	108	96	110	103	104	91	x

Quoted from the listing, 2 compounds:
SMILES	HOP-62	RPMI-8226	M14	CCRF-CEM	MOLT-4	HOP-92	A549/ATCC	EKVX
CCCN1C(=O)CC(c2ccc(OC)c(OC)c2)C1=O (centres undefined)	103	102	105	x	88	105	98	x
O=P(c1ccccc1)(c1ccccc1)C(O)c1ccncc1 (centres undefined)	94	108	96	110	103	104	91	x

Carrying on.
SMILES	HOP-62	RPMI-8226	M14	CCRF-CEM	MOLT-4	HOP-92	A549/ATCC	EKVX
Cn1c(=O)c2[nH]c(SCC(=O)c3ccc([N+](=O)[O-])cc3)nc2n(C)c1=O	103	108	105	104	108	100	102	96
c1cn2cc(-c3ccsc3)nc(-c3ccc4ncn(C5CCCCC5)c4c3)c2n1	97	84	90	98	90	104	97	99
CCOc1ccc(NC(C)=O)c([N+](=O)[O-])c1	115&115	99&111	96&94	105&107	96&104	100&108	102&94	105
CCOC(=O)c1c(C)nc2c(c1N)/C(=C/c1ccc(OC)cc1)C(=O)N2CCc1ccc(OC)c(OC)c1	89	18	84	19	24	68	76	82
COc1ccc(C(=O)/C=C/c2ccccc2)cc1S(=O)(=O)NNC(=O)c1ccncc1	94	72	104	86	98	103	96	99
O=C(/C=C\c1ccc(O)cc1)c1ccccc1	110	x	73	x	96	x	94	91
C#CCC(C(=O)OCC)C(=O)OCC	102	102	105	104	100	108	100	95
CC(C)(C)c1cc(C(C)(C)C)cc(S(=O)(=O)Nc2cc3ccccc3cc2C(=O)NCCN)c1	83	-5.6*	-60*	58	77	50	39	89
O=C(O)CCCCCCCCCCCCCCC(=O)O	99	94	107	96	103	85	90	106
CCCCCNC(=O)c1ccc(Cl)cc1Cl	112	105	105	104	105	102	100	102
O=S(=O)(NCCNc1nccc(-c2c(-c3cccc(O)c3)nc3occn23)n1)c1ccc(C(F)(F)F)cc1	107	105	39	106	111	93	95	105
CCCCC/C(C)=N/Nc1ccc([N+](=O)[O-])cc1[N+](=O)[O-]	91	86	92	65	73	79	87	79
Cc1cc(C)n(C(N)=NC(=O)c2ccccc2)n1	105	108	102	94	88	80	95	x
S=C(NCc1ccco1)Nc1ccccc1	101	96	113	94	85	89	94	111
O=C(NC(=O)C1CC(=O)N(C(=O)Nc2ccc(Cl)c(Cl)c2)C1)Nc1ccc(Cl)c(Cl)c1 (centres undefined)	89	89	91	100	85	88	93	99
C=C(NC(=O)C(=C)NC(=O)c1csc(C2=NC3c4csc(n4)C4NC(=O)c5csc(n5)C(C(C)(O)C(C)O)NC(=O)C5CSC(=N5)/C(=C/C)NC(=O)C(C(C)O)NC(=O)c5csc(n5)C3(CC2)NC(=O)C(C)NC(=O)C(=C)NC(=O)C(=C)NC(=O)C(C(C)C)NC2C=Cc3c(C(C)O)cc(nc3C2O)C(=O)OC4C)n1)C(N)=O (centres undefined)	2.2*	-37*	-29*	-32*	-15*	x	32	42
CN1CCN(c2ccc(NC(=O)Nc3ccc4c(ccn4-c4cccc(C(N)=O)n4)c3)cc2C(F)(F)F)CC1	63	-17*	-47*	8.4*	3.8*	119	52	78
Cc1ccc2nc(NC(=O)CSc3nc(-c4ccc(F)cc4)c(C#N)c(=O)[nH]3)sc2c1	84	117	102	114	100	90	111	103
C#CCn1c2c(c3ccccc31)C[C@]1(C)[C@H]3CC[C@@H]4[C@H]5[C@H]6OC(=O)[C@@]5(CCC6(C)C)CC[C@@]4(C)[C@]3(C)CC[C@H]1C2(C)C	94	103	97	106	106	105	99	96
COc1cc(CN(C)C(=O)C(=O)c2c[nH]c3ccccc23)ccc1O	83	88	93	92	79	52	98	95
COc1ccc(C2=C(C#N)C3(C(=O)Nc4ccc(Cl)cc43)c3c(-c4ccc(Cl)cc4)nn(-c4ccccc4)c3N2)cc1 (centres undefined)	67	35	41	42	27	32	31	42
CN1C(=O)N2CN3CCCN(C3)CN3C(=S)NC1C23 (centres undefined)	104	94	107	90	111	99	87	104
Clc1ccccc1Nc1nnc(-c2c[nH]c3ccccc23)o1	27	4.2*	23	9.1*	5.4*	44	22	19
Fc1ccc(-c2cc(-c3ccco3)nc(OCCn3cncn3)n2)cc1	104	96	101	99	91	x	102	116
O=C(Nc1ccc2[nH]c(=O)[nH]c2c1)c1nn(Cc2ccccc2)c(=O)c2ccccc12	88	95	96	108	102	77	98	109
Cc1ncc(CO)c(C)c1O	104	92	103	111	107	95	101	111
O=S(=O)(O)c1ccc2cccc3c2c1CC3	70	87	95	89	107	89	92	101
CC1=CC(=O)C(C(C)=Nc2ccccc2[N+](=O)[O-])C(=O)O1 (centres undefined)	109	98	100	x	132	101	102	98
O=C(c1ccc(Cl)cc1Cl)N1CCOCC1	97	96	103	106	99	x	98	x
COc1ccccc1/C=C1N=C(/C=C/c2ccccc2)OC/1=O	100	105	107	x	99	113	x	x
Oc1ccc(N=Nc2ccccc2)c2ccccc12	94	x	107	99	66	102	91	112
CN(C)CCOc1ccc2c(c1)C(=O)/C(=C\c1ncc([N+](=O)[O-])n1C)C2	-18*	9.9*	-67*	-61*	-32*	-54*	-30*	-19*
C1CCCCNCCC1	116	99	105	104	110	88	105	100
COc1cc2oc(-c3cccc(NC(=O)c4cc(NC(=O)[C@H](C)NC(=O)OC(C)(C)C)ccc4Cl)c3)cc(=O)c2c(OC)c1OC	79	36	87	47	42	20	77	79
CC1(C)c2ccccc2C(=O)c2ccccc21	105	96	114	109	101	82	81	88
COc1cc2c(c(OC)c1OC)CCC(c1cccc(NC(=O)c3cccc(Cl)c3)c1)O2 (centres undefined)	93	65	87	78	58	83	85	86
Cn1cc(-c2nc(-c3c[nH]c4ncccc34)cs2)c2cc(Br)ccc21	109	73	75	59	69	89	87	75
CC(C)(C)n1nnnc1C(NC12CC3CC(CC(C3)C1)C2)c1c2ccccc2cc2ccccc12 (centres undefined)	95	76	80	91	88	104	82	80
O=C1C=C(Cl)C(=O)c2ccccc21	85	85	107	53	37	x	x	x
N=C(N)c1ccc(NCCNc2ccc(C(=N)N)cc2)cc1	121	83	125	-72*	-53*	x	42	102
CC(=O)c1nc(Nc2ccc(Cl)cc2)sc1C	82	104	94	98	92	65	101	53
O=c1[nH]c2c(ccc3c2cnn3-c2ccc(Cl)cc2)cc1S(=O)(=O)c1ccccc1	83	105	93	101	101	92	106	x
CC(/C=N/Nc1ccc([N+](=O)[O-])cn1)=C\c1ccccc1	105	107	114	102	102	94	x	119
O=c1nc(NC2CCCC2)nc(-c2ccc(C(F)(F)F)cc2)[nH]1	94	104	106	104	96	x	99	x
O=c1onc(-c2cc3ccccc3nc2Cl)n1-c1ccc(Cl)cc1	81	73	87	89	84	82	87	76
Cc1cc(Cl)c2ccc(N(C)C)cc2n1	95	97	100	96	85	102	95	x
CCC(=O)c1ccc2ccccc2c1	118	106	112	98	93	x	107	121
N#Cc1c(-c2ccc(Cl)cc2)nc(SCCCCC(=O)NO)[nH]c1=O	116	106	108	83	107	128	112	116
COc1cccc2cc(-c3cc4ccccc4[nH]3)/c(=N/C(=O)Nc3ccc(Cl)cc3)oc12	83	143	94	x	102	39	98	93

Some entries already given, showing only M14, HOP-92 and MOLT-4:
smiles | M14 | HOP-92 | MOLT-4
COc1cc2c(c(OC)c1OC)CCC(c1cccc(NC(=O)c3cccc(Cl)c3)c1)O2 (centres undefined) | 87 | 83 | 58
Cn1cc(-c2nc(-c3c[nH]c4ncccc34)cs2)c2cc(Br)ccc21 | 75 | 89 | 69
CC(C)(C)n1nnnc1C(NC12CC3CC(CC(C3)C1)C2)c1c2ccccc2cc2ccccc12 (centres undefined) | 80 | 104 | 88
O=C1C=C(Cl)C(=O)c2ccccc21 | 107 | x | 37
N=C(N)c1ccc(NCCNc2ccc(C(=N)N)cc2)cc1 | 125 | x | -53*

Sorted by molar mass (falling): 6 of the compounds above.
SMILES	HOP-62	RPMI-8226	M14	CCRF-CEM	MOLT-4	HOP-92	A549/ATCC	EKVX
O=c1onc(-c2cc3ccccc3nc2Cl)n1-c1ccc(Cl)cc1	81	73	87	89	84	82	87	76
O=c1nc(NC2CCCC2)nc(-c2ccc(C(F)(F)F)cc2)[nH]1	94	104	106	104	96	x	99	x
CC(/C=N/Nc1ccc([N+](=O)[O-])cn1)=C\c1ccccc1	105	107	114	102	102	94	x	119
CC(=O)c1nc(Nc2ccc(Cl)cc2)sc1C	82	104	94	98	92	65	101	53
Cc1cc(Cl)c2ccc(N(C)C)cc2n1	95	97	100	96	85	102	95	x
CCC(=O)c1ccc2ccccc2c1	118	106	112	98	93	x	107	121

Outcome played no part in choosing rows; any-hit rate near 13%.
